High-throughput results as filed in PubChem BioAssay.
EphA4 KYL inhibition: inhibitors of EphA4 binding to KYL peptide, primary screen, biochemical, colorimetric, mouse EphA4 (AID 689) | inhibition, % at 10 µM; hits with a dose series show IC50 in µM | EphA4-AP binding to KYL peptide, pNPP A405; higher % means a stronger effect | 62,000 tested, 0.1% active; in the data active = a potency from the dose series; inactive = the rest, 99 in 100 with inhibition below about 22%
* = called active by the depositor. Only part of the results is shown; count on the stated rates, not on these rows.

No.	EphA4 KYL inhibition	smiles
1	0%	Nc1cc(-c2ccc(Cl)cc2)nn1S(=O)(=O)c1ccccc1
2	0%	CCOC(=O)c1cnn(-c2nc(-c3ccc(F)cc3)cs2)c1C(F)(F)F
3	-6%	Cc1cccc(NC(=S)NCc2cccn2C)c1
4	-4%	CC(C)N1CC=C2C(C#N)=C(N)C(C#N)(C#N)[C@H](c3ccoc3)[C@H]2C1
5	-3%	CCn1c(SCc2ccc(C(=O)Nc3nccs3)cc2)nnc1-c1ccc(NC(C)=O)cc1
6	-4%	CCCn1nnnc1-c1cccc(Cl)c1
7	-8%	CCOC(=O)CCc1c(C)nc2c(C)c(-c3ccccc3)[nH]n2c1=O
8	-3%	CCOc1ccc(C(=O)CN2CCN(S(=O)(=O)c3ccc(F)cc3)CC2)cc1
9	-6%	O=C(O)CN(c1ccc(Cl)c(C(F)(F)F)c1)S(=O)(=O)c1ccccc1
10	-10%	O=C(CSc1ncn[nH]1)N(C1CCCCC1)C1CCCCC1
11	-8%	O=C(O)c1ccc(S(=O)(=O)Nc2ccc(F)c(Cl)c2)cc1
12	-12%	COc1ccc(OC)c(C2C3=C(CC(C)(C)CC3=O)OC3=C2C(=O)CC(C)(C)C3)c1

Sorted by count of non-hydrogen atoms (high to low): part of the list above
No.	EphA4 KYL inhibition	smiles
8	-3%	CCOc1ccc(C(=O)CN2CCN(S(=O)(=O)c3ccc(F)cc3)CC2)cc1
7	-8%	CCOC(=O)CCc1c(C)nc2c(C)c(-c3ccccc3)[nH]n2c1=O
10	-10%	O=C(CSc1ncn[nH]1)N(C1CCCCC1)C1CCCCC1

Screen by screen, from the results shown.
EphA4 KYL inhibition for entries 1 to 12: 0%, 0%, -6%, -4%, -3%, -4%, -8%, -3%, -6%, -10%, -8%, -12%

Continued:
No.	EphA4 KYL inhibition	smiles
13	-1%	CCOC(=O)c1[nH]c2ccc(OC)cc2c1NC(=O)N1CCOCC1
14	-6%	c1ccc(-n2nnnc2SCCCSc2nc3ccccc3s2)cc1
15	-1%	Cc1nn(Cc2c(F)c(F)c(F)c(F)c2F)c(C)c1NC(=O)c1c(-c2ccccc2)nn(-c2ccccc2)c1C
16	-12%	CCN=C(N/N=C/c1ccc([N+](=O)[O-])cc1)SC
17	-2%	COc1cc2nc3c4ccccc4n(CC#N)c3nc2cc1OC
18	-11%	COc1ccc(S(=O)(=O)Cc2ccc(C(=O)N3CCc4ccccc4C3)o2)cc1
19	-7%	Cc1ccc(Cn2c(NS(=O)(=O)c3ccccc3)nc3ccccc32)cc1
20	0%	CCCOc1ccc2oc(=O)c3c(c2c1)CCCN3C(=O)CN1CCN(c2ncccn2)CC1
21	-9%	Cc1cccc(NC(=S)NNC(=O)c2ccc(Br)o2)c1
22	16%	COc1cc(NC(=O)CSc2nccc(C)n2)c(C(=O)O)cc1OC
23	-3%	Cc1cc(Br)cc(C)c1NC(=O)c1c(F)cccc1F
24	-18%	Cc1cc(C)c(C(=O)/C=C/c2ccc(C(C)C)cc2)c(=O)[nH]1
25	-7%	O=C1/C(=C/c2ccccc2)Nc2ccccc21
26	-4%	O=C1c2ccccc2C2NC(=O)C3(CCCCC3)N12 (stereo unspecified)
27	-16%	CCOc1cc(CNCCCN2CCOCC2)ccc1OCC(=O)Nc1cccc2ccccc12
28	-3%	Cn1c(CCN2CCCCC2)nc2cc([N+](=O)[O-])ccc21
29	-20%	CCOc1ccc(N(CC(=O)Nc2ccc(F)cc2)S(C)(=O)=O)cc1
30	-15%	CC(C)NC(=O)CCCc1cn(C)c2ccccc12
31	-8%	CCn1cc(C(=O)NCC2CCCO2)c(=O)c2cc(F)c(N3CCN(C)CC3)cc21 (stereo unspecified)
32	-8%	CC(=O)OC(C(=O)NCc1ccco1)c1ccncc1 (stereo unspecified)
33	0%	Cc1ccc(S(=O)(=O)c2nc(-c3cccs3)oc2SCC(N)=O)cc1
34	-5%	CCN(CC)c1ccc2c(C)c(CN3CCOCC3)c(=O)oc2c1
35	-5%	CCOC(=O)c1c(C)nc2sc3c(=O)n(-c4ccc(OC)cc4)cnc3c2c1-c1ccc(OC)cc1
36	-3%	O=C(OCC(=O)N1CCOCC1)c1ccc[nH]c1=O
37	-9%	CCCN1C(=O)c2ccccc2NC1c1ccc(Cl)cc1Cl (stereo unspecified)
38	-9%	CC(=O)C1=C(O)C(=O)N(c2ccc(S(N)(=O)=O)cc2)C1c1ccccc1F (stereo unspecified)
39	-7%	CCOC(=O)c1c(C)nc2ccc(OC(F)(F)F)cc2c1-c1ccccc1
40	-4%	Cn1c(=O)c2c([nH]c(=S)n2Cc2ccccc2Cl)n(C)c1=O
41	-9%	N#CC1=C(SCC(=O)Nc2nccs2)NC(=O)CC1c1ccccc1 (stereo unspecified)
42	9%	OC1(c2ccccc2F)CCN(Cc2nnc(-c3ccccc3)o2)CC1
43	-11%	Cc1ccccc1-n1nc(C(=O)O)c(C)c(C#N)c1=O
44	-16%	CCOc1cc(N2CCOCC2)c(OCC)cc1NC(=O)C(NC(=O)c1ccco1)C(C)C (stereo unspecified)
45	-5%	CN(c1ccccc1)S(=O)(=O)c1ccc(C(=O)OCC(=O)NCc2ccco2)cc1
46	-11%	Cc1cc(C)cc(-n2nnnc2SCC(=O)Nc2nc(-c3ccc(F)cc3)cs2)c1
47	9%	CS(=O)(=O)N(CC(=O)NCCNC(=O)CN(c1ccc(Cl)cc1)S(C)(=O)=O)c1ccc(Cl)cc1
48	-29%	Cn1nnc2cc(C(=O)NC(C)(C)C)ccc21
49	-2%	Cc1ccc(NC(=O)CS(=O)CC(=O)N(CC(=O)NC2CCCC2)c2cc(C)ccc2C)cc1 (stereo unspecified)
50	4%	COc1ccc(NC(=O)CC2CCC2)c(OC)c1
51	-13%	CC(C)NC(=O)c1cnc(Sc2ncc(C(F)(F)F)cc2Cl)n1C
52	-2%	CCC(=O)Nc1ccc2nc(C)n(CC(=O)Nc3ccccc3)c(=O)c2c1
53	1%	CCCc1cc(=O)oc2cc(OCC(=O)Nc3cc(C)on3)ccc12
54	-4%	CCN1CCN(CC(O)COc2ccc(C(C)=O)cc2)CC1 (stereo unspecified)
55	1%	CCc1cc2cc(C)c(C)cc2nc1SCC(=O)NNC(=O)c1ccco1
56	-8%	c1csc(-c2csc3nc(CN4CCOCC4)nc(NCc4ccc5c(c4)OCO5)c23)c1
57	-14%	COc1ccc(C(=O)Cc2cc(OC)c(OC)cc2[N+](=O)[O-])c(OC)c1
58	-9%	C=CCOc1ccc2oc(=O)cc(C)c2c1
59	-15%	O=C(CCCC(=O)OCC(F)(F)C(F)F)Nc1ccc(NC(=O)CCCC(=O)OCC(F)(F)C(F)F)cc1
60	-7%	N#CC1=C(N)Oc2c(ccc3ccccc23)C1c1ccsc1 (stereo unspecified)
61	-5%	CCOC(=O)N1CCC(NS(=O)(=O)c2cc3c(cc2C)NC(=O)CO3)CC1
62	-8%	N#Cc1c(N2CCCCC2)nc(N)c2c(N)nc3c(c12)CC(c1ccccc1)O3 (stereo unspecified)
63	-20%	CCOC(=O)c1ccccc1NC(=O)CN(c1ccccc1OC)S(C)(=O)=O
64	-10%	CCOC(=O)c1sc(-c2ccccc2)cc1NC(=O)CSc1nnnn1C
65	-3%	CSc1cccc(NC(=O)c2nnn(Cc3ccccc3)c2N)c1
66	-6%	CCc1cc(/C(O)=C/c2nc3ccccc3n2C)c(O)cc1OC(=O)C(C)(C)C
67	7%	CC(C)NS(=O)(=O)c1ccc(OCC(=O)Nc2cccc3ccccc23)cc1
68	-13%	Cc1ccc(CN2C(=O)/C(=C3\SC(N4CCOCC4)=NC3=O)c3cc(Br)ccc32)cc1
69	4%	COCCn1c(CN(Cc2ccccc2)Cc2ccccc2)nc2c1c(=O)n(C)c(=O)n2C
70	-2%	CCC1(C)Nc2ccccc2C(=O)N1O (stereo unspecified)
71	-9%	Cc1noc(C)c1COc1ccc(C(=O)OCC(=O)Nc2ccc3c(c2)OCO3)cc1
72	-6%	CCOC(=O)N1CCC(NS(=O)(=O)c2ccc3c(c2)oc(=O)n3C)CC1

Excerpt, nos. 66–72
No.	EphA4 KYL inhibition	smiles
66	-6%	CCc1cc(/C(O)=C/c2nc3ccccc3n2C)c(O)cc1OC(=O)C(C)(C)C
67	7%	CC(C)NS(=O)(=O)c1ccc(OCC(=O)Nc2cccc3ccccc23)cc1
68	-13%	Cc1ccc(CN2C(=O)/C(=C3\SC(N4CCOCC4)=NC3=O)c3cc(Br)ccc32)cc1
69	4%	COCCn1c(CN(Cc2ccccc2)Cc2ccccc2)nc2c1c(=O)n(C)c(=O)n2C
70	-2%	CCC1(C)Nc2ccccc2C(=O)N1O (stereo unspecified)
71	-9%	Cc1noc(C)c1COc1ccc(C(=O)OCC(=O)Nc2ccc3c(c2)OCO3)cc1
72	-6%	CCOC(=O)N1CCC(NS(=O)(=O)c2ccc3c(c2)oc(=O)n3C)CC1

Next section.
No.	EphA4 KYL inhibition	smiles
73	3%	CC(=O)Nc1ccc2[nH]c(C)cc(=O)c2c1
74	-13%	N#Cc1c(/N=C/N2CCOCC2)sc2c1CCCCC2
75	9%	C/C(=N\NC(=O)C1CC1c1ccccc1)c1ccc(C)s1 (stereo unspecified)
76	-11%	Cn1cc(CC(=O)NCCCN2CCCC2)c2ccccc21
77	6%	O=C(NCCN1CCOCC1)Nc1ccc(Cl)cc1
78	3%	N#Cc1c(N)n(C2CCCCC2)c2nc3ccccc3nc12
79	12%	COc1ccc(/C=C/C(=O)Nc2ccc(NC(=O)c3ccco3)c(OC)c2)cc1
80	-3%	CCC(C)n1nnc2c(=O)oc3ccccc3c21 (stereo unspecified)
81	-10%	CCN(CC)S(=O)(=O)c1ccc(OCC(=O)NCc2ccccc2)cc1
82	-8%	COc1ccccc1CNC(=O)C/C(C)=N/NC(=O)Cc1ccccc1
83	9%	CC(C)(C)C(=O)CC1(O)C(=O)N(Cc2ccccc2)c2ccccc21 (stereo unspecified)
84	11%	CC(c1nnc(SCC(=O)Nc2sccc2C#N)n1-c1ccc(Cl)cc1)N(C)C (stereo unspecified)
85	4%	Cc1ccc(N2C(=O)C3C(C2=O)C2C=CC3C23CC3)cc1 (stereo unspecified)
86	5%	CCOC(=O)CCc1c(C)nc2cc(-c3cccc(C)c3)[nH]n2c1=O
87	0%	COc1ccc(C(=O)N/C(=C\c2cccs2)c2nc3ccccc3[nH]2)cc1OC
88	7%	CC(=O)Oc1ccc(N2C(=O)C3CC(C)=C(C)CC3C2=O)cc1 (stereo unspecified)
89	-5%	C=CCc1ccccc1OCC(=O)OCCNC(=O)c1cccnc1
90	-2%	CCN(CC)c1ccc(NC(=O)c2ccco2)cc1
91	0%	NC(=O)C1CCN(c2nc(C3CC3)nc3c2nnn3Cc2ccccc2Cl)CC1
92	-6%	CCCn1c(SCC(=O)NCC2CCCO2)nc2c1c(=O)n(C)c(=O)n2C (stereo unspecified)
93	-1%	COCc1cc(CN2CCN(C)CC2)c(O)c2ncccc12
94	-22%	O=C(c1cc2sccc2n1Cc1ccccc1)N1CCc2ccccc21
95	4%	O=C(O)CC1S/C(=N/N=C/c2ccccc2)N(c2ccc(O)cc2)C1=O (stereo unspecified)
96	-6%	COc1ccc(-c2ccc(=O)n(CC(=O)NCc3ccco3)n2)cc1
97	1%	O=C(N/N=C/c1cn(-c2ccccc2)nc1-c1ccc(F)cc1)c1ccc2c(c1)OCO2
98	-8%	COc1ccc(S(=O)(=O)NCc2csc(C)n2)cc1
99	-8%	N/C(=N\OC(=O)C12CC3CC(CC(C3)C1)C2)c1cccnc1
100	-6%	O/N=C(\c1ccc(Cl)cc1)c1ncc(C(F)(F)F)cc1Cl
101	8%	O=C(CCCOc1ccccc1)NCc1ccco1
102	-6%	COc1cc([N+](=O)[O-])ccc1NC(=S)NC(=O)/C=C/c1ccccc1
103	3%	c1ccc(Nc2cc(-c3ccccc3)nc3ncnn23)cc1
104	-5%	COCCCN1C(=O)/C(=C\c2ccc(Cl)c(Cl)c2)C(C(=O)OC)=C1C
105	4%	CCOc1cc2[nH]c(=O)n(CCc3ccc(OC)c(OC)c3)c(=O)c2cc1OCC
106	5%	Cc1cccc(NC(=S)N(CCc2nc3cc(C)c(C)cc3[nH]2)Cc2cccnc2)c1
107	0%	CCN(CC)c1ccc(N2C(=O)/C(=C/c3ccc4c(c3)OCO4)SC2=S)cc1
108	-6%	Cn1c(OCc2ccc3c(c2)OCO3)nc2c1c(=O)n(Cc1ccc(Cl)c(Cl)c1)c(=O)n2C
